CCHF vOTU inh: blocks the CCHF virus ovarian tumor domain protease; CCHFV vOTU protease, Pep-AMC fluorescence; inhibition, % at 11.5 µM; AID 651958; hit rate 0.55% among 370,000; in the data active = inhibition above about 30%; also: 0% = vehicle wells with enzyme and 100% = no enzyme wells
FadD28 binding: blocks FadD28 binding to the bisubstrate probe. hit rate 0.22% among 360,000. fluorescence polarization. inhibition, % at 12.5 µM; in the data active = inhibition above about 8.5%, passing the limit was not always enough; inconclusive = no clear call, values can overlap the other calls
BoNT-F LC inh: blocks Botulinum neurotoxin F light chain protease; Multiplex microsphere protease cleavage assay, flow cytometry; hit rate 0.22% among 360,000; inhibition, % at 10 µM; in the data active = inhibition above about 35%, passing the limit was not always enough; inconclusive = no clear call, values can overlap the other calls; also: plate controls were buffer without enzyme for full effect and enzyme alone for no effect
PfHsp40 rescue: compounds rescuing yeast from Plasmodium falciparum HSP40 toxicity; growth rescue, % at 12.5 µM; S. cerevisiae expressing PfHsp40, growth rescue, ATP luminescence; hit rate 0.68% among 340,000; in the data active = growth rescue above about 28%, passing the limit was not always enough; inconclusive = no clear call, values can overlap the other calls;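 also: yeast W303a lacking pdr1 and pdr3 grown in galactose medium; growth measured after three days at 30 °C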
Yp Topo-I inh: blocks Yersinia pestis topoisomerase I activity. Y. pestis Topo-I cleavage product accumulation, plate reader. hit rate 0.064% among 360,000. activity, % at 10 µM; in the data active = activity above about 50%, passing the limit was not always enough; inconclusive = no clear call, values can overlap the other calls; also: inactives centre near 2
BoNT A protease: blocks Botulinum neurotoxin A light chain protease; multiplex microsphere protease substrate cleavage, flow cytometry; inhibition, % at 10 µM; hit rate 0.17% among 360,000; AID 588499; also: plate controls were buffer without enzyme for full effect and enzyme alone for no effect
TcdB GH inh: inhibitors of Clostridioides difficile toxin B glycohydrolase. P18177. AID 652162. hit rate 0.24% among 350,000. TcdB glycohydrolase enzymatic assay, plate reader. inhibition, % at 9.99 µM; in the data active = inhibition above about 10%
PrPC TRFRET: cell surface PrPC inhibition, primary TR-FRET screen. P04156. TR-FRET read-out. inhibition, % at 13.8 µM. hit rate 0.43% among 370,000. AID 720596; in the data active = inhibition above about 24%; also: 0% = median of the test wells and 100% = reference compound wells
Anthrax LF inh2: blocks Bacillus anthracis lethal factor protease; P15917; multiplex microsphere protease cleavage assay, LF; inhibition, % at 10 µM; hit rate 0.12% among 360,000; AID 588501; also: plate controls were buffer without enzyme for full effect and enzyme alone for no effect
Target sequence (P15917 whole entry, looked up): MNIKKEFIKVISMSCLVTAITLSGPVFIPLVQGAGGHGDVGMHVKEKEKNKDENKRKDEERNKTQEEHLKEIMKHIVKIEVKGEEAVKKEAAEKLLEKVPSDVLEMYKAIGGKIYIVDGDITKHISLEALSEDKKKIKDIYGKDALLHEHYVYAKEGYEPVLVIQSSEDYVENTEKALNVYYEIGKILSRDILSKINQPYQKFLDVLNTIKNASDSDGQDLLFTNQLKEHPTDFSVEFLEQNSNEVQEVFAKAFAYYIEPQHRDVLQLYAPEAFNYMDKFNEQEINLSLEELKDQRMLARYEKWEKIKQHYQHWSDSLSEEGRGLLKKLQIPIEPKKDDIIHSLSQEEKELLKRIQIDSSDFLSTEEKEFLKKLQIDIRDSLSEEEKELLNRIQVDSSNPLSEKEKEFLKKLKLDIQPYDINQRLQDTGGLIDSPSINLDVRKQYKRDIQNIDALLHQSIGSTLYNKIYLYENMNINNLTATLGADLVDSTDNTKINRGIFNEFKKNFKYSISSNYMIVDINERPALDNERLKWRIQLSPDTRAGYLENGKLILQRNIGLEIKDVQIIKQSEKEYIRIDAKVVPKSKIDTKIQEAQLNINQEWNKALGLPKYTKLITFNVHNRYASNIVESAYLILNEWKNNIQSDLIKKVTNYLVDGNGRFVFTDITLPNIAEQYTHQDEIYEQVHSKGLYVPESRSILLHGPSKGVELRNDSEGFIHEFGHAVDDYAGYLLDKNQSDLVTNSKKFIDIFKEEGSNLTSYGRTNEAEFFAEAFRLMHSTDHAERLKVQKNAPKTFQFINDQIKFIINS
An asterisk follows results filed as active; ? = inconclusive; nt = no result given; & = joins results of further samples. Rule as the data show it, unless noted: active = inhibition above about 30%; inconclusive = no clear call, values can overlap the other calls; inactive = below that.

SMILES	CCHF vOTU inh	FadD28 binding	BoNT-F LC inh	PfHsp40 rescue	Yp Topo-I inh	BoNT A protease	TcdB GH inh	PrPC TRFRET	Anthrax LF inh2
CC(C)CCC(C)NC(=O)CN1C(=O)NC(C)(c2ccc3ccccc3c2)C1=O (stereo not given)	6	-3.7	3	2.4	22	-0.8	1.7	0	0
O=C(COc1ccc(Br)cc1)Nc1ccccc1N1CCCC1	1	-1.2	-3	1.1	8	0.3	0.6	2	1
CCOC(=O)C1CCN(C(=O)Nc2ccc3oc(C)nc3c2)CC1	23	-1.9	-17	-0.1	7	-1.8	nt	-6	-5
Cc1cccc(C(=O)OCC(=O)NN2C(=O)NC3(CCC(C)CC3)C2=O)c1O (stereo not given)	-9	4.7	-1	-1.2	-10	-0.8	-0.6	-1	-6
CC(=O)Nc1cc2c(cc1NC(=O)Cn1nc(-c3ccccc3F)ccc1=O)OCCO2	1	-1.9	2	-0.3	3	-0.4	nt	-5	0
CCOC(=O)c1c(C)[nH]c(C)c1C(=O)CSc1nnc(N)s1	7	-1.5	-8	2.8	7	-0.3	1.2	6	-6
CCCS(=O)(=O)NC(=O)C1(C)CCN(C(=O)c2cc3ccccc3s2)C1 (stereo not given)	nt	-2.0	-6	nt	-7	0.0	nt	nt	-3
O=C(O)c1ccc(COc2ccc(Cl)cc2)o1	-3	-0.4	-3	0.1	-2	0.6	nt	-1	-2
CCc1ccc([C@@H]2CC(=O)[C@@H]3CN(S(=O)(=O)c4ccccc4)[C@H](c4ccc(OC)cc4)C[C@@H]3N2S(=O)(=O)c2ccc(C)cc2)cc1	14	-1.0	3	nt	nt	0.1	-1.3	5	4
COCCNC(=O)CCn1c(=O)oc2ccccc21	-5	0.1	-5	2.2	0	-1.7	nt	4	-5
CCOc1ccc(NC(=O)CCNS(=O)(=O)c2ccc3c(c2)oc(=O)n3C)cc1	4	-3.9	-2	0.1	-3	0.0	0.4	8	-2
Cc1ccc2nc(Cl)c(CN(Cc3cccs3)C(=O)C3CC3)cc2c1	-7	-0.6	-17	-1.4	6	-0.4	nt	-2	-3
Oc1ccccc1CN1CCCC(N2CCN(c3cccc(C(F)(F)F)c3)CC2)C1 (stereo not given)	3	-2.8	-56	0.6	16	-3.1	-8.1	0	-1
O=C(CSCc1ccccc1Br)N/N=C/c1ccc(OCC(=O)N2CCCCC2)cc1	4	-1.3	1	0.3	8	-0.4	nt	1	-1
O=C(c1ccccc1NS(=O)(=O)c1ccc(F)cc1)N1CCc2ccccc21	8	0.6	-2	1.2	0	-1.1	nt	-5	-4
CN(Cc1ccccc1)C(=O)CCn1c(=O)c2cccn2c2cccnc21	8	-2.0	5	0.8	19	0.1	1.1	6	-3
Brc1ccc(OCc2nnc(SCC3CCCCC3)o2)cc1	12	-1.3	5	2.4	39	0.4	8.1	4	0
N=C1C(c2ccccc2)=C(O)CN1c1cccc(O)c1	-2	-1.1	-3	0.5	3	-0.2	-0.8	-7	-2
Cc1c(Cl)cccc1NC(=S)NC1CCN(Cc2ccccc2)CC1	-2	-2.3	0	-0.5	-7	-0.4	-0.5	-3	-3
O=C(NCc1cccnc1)c1ccc2sc([C@H]3C[C@H](O)[C@@H](CO)O3)nc2c1	0	-0.9	-4	nt	2	-0.3	1.4	-2	1
COc1cc(OC)c(C(=O)Nc2cc(Cl)ccc2-n2cncn2)cc1OC	-8	-4.4	-1	1.1	-3	0.3	1.7	-2	4
O=[N+]([O-])c1ccc(N2CCN(c3ccccc3Cl)CC2)cn1	18	-2.2	-10	-0.1	14	0.4	-3.7	-8	5
CC(CCC(=O)O)C1CCC2C3C(O)CC4CC(O)CCC4(C)C3CC(O)C12C (stereo not given)	-7&-4	-1.7&-0.8	-19&-5	-0.3	3&-4	-1.2&-0.3	-0.4&1.0	3&11	-9&2
COc1ccc(Cl)cc1-c1cc(C(=O)NCc2cccc(Cl)c2)[nH]n1	-2	-0.2	-13	nt	7	-0.4	-0.1	9	-3
COc1ccc(CN2CCNC(=O)C2CC(=O)NCCCn2nnc3ccccc32)cc1C (stereo not given)	11	-0.9	3	-0.4	6	-0.3	2.8	7	-2
More compounds:
SMILES	CCHF vOTU inh	FadD28 binding	BoNT-F LC inh	PfHsp40 rescue	Yp Topo-I inh	BoNT A protease	TcdB GH inh	PrPC TRFRET	Anthrax LF inh2
CN1CCN(CCCNC(=O)c2ccc(NC(=O)C3=CSCCO3)cc2)CC1	-2	-0.7	0	0.3	-3	-1.1	-2.3	-5	-1
COc1ccc(NC(=S)NNC(=O)c2ccc(S(=O)(=O)N3CCOCC3)cc2)cc1	12	-3.0	-2	-0.4	-19	-0.2	-8.3	0	0
CCOc1ccc(CCNC(=O)c2cccc(S(=O)(=O)N3CCN(C(C)=O)CC3)c2)cc1OCC	4	-0.3	10	-1.4	16	5.5	1.5	-5	6
COc1ccc(NC(=O)Nc2ccc3nsnc3c2)cc1	3	2.1	-20	0.7	-7	-0.6	nt	-39	0
CCOC(=O)CSC1=Nc2ccccc2C2=NC(CC(=O)NCc3ccc4c(c3)OCO4)C(=O)N12 (stereo not given)	1	-0.9	3	1.9	3	0.5	nt	8	2
c1ccc(-c2nnc3sc(-c4ccncc4)nn23)cc1	2	-1.4	-4	0.3	-2	0.1	nt	-9	-2
CCOC(=O)c1ccc(Nc2cc(C)nc3ncnn23)cc1	1	-3.7	-10	-1.0	-3	-0.5	nt	-6	-8
CSc1ncccc1C(=O)OCC(=O)N1CC2(C)CC1CC(C)(C)C2 (stereo not given)	-8	-2.7	1	0.9	25	0.1	1.8	5	-1
O=C(Nc1cc(S(=O)(=O)N2CCCCC2)ccc1N1CCCCC1)c1ccncc1	7	-2.3	-8	0.5	20	-0.2	-2.7	6	-8
O=S1(=O)C[C@H](N2CCC(Cc3ccccc3)CC2)[C@@H](COCc2ccccc2)N1	6	-4.0	2	nt	nt	-0.3	-0.4	0	-6
Cc1ccc(C)c(OCCCN2CCc3ccccc3C2)c1	9	-2.7	-2	-0.5	37	-0.5	0.2	11	-6
O=C(NC(c1ccccc1)c1c(O)ccc2ccccc12)c1ccccc1Cl (stereo not given)	5	-3.1	-6	0.0	11	0.1	nt	11	-4
O=[N+]([O-])c1cccc(-n2nnnc2CNCc2ccccc2)c1	10	0.7	6	-0.1	2	0.0	1.2	-15	0
CC(C)CN(C(=O)c1cccc(Cl)c1)c1c(N)n(CC(C)C)c(=O)[nH]c1=O	-18	nt	11	0.2	6	2.2	-0.2	1	7
COc1ccc2oc(C(=O)C3CC3)c(N)c2c1	13	-2.2	19	0.6	-2	-0.3	nt	-1	0
CCCCN(CCCC)Cc1cc(=O)oc2cc(OC)c(Cl)cc12	-16	-0.5	-13	nt	nt	-0.4	0.0	-9	-8
CNC[C@@H]1OCc2ccccc2-c2c(n(C)c3ccccc23)C(=O)N([C@H](C)CO)C[C@@H]1C	-6	-2.5	-10	nt	7	-0.5	1.6&0.6	0	-4
Cc1ccc(S(=O)(=O)N2CCCCCC2)cc1[N+](=O)[O-]	10	0.7	0	-0.6	2	-0.1	0.3	-9	-2
N#Cc1cccc(NC(=O)COc2ccc(-n3ccnc3)cc2)c1	0	-3.2	-1	-0.3	-1	-1.4	nt	5	-3
CC(=O)Nc1ccc(NS(=O)(=O)c2ccc3c(c2)n(C)c(=O)n3C)cc1	-12	1.8	14	-0.5	-3	4.6	0.8	6	1
CN(C(=O)Nc1ccccc1)C1CCS(=O)(=O)C1 (stereo not given)	5	-3.8	?	-1.0	4	0.3	nt	-6	5
CC(C)Cc1nc2n[nH]c(N)c2c2c1COC(C)(C)C2	-2	-3.4	-12	-1.0	0	-0.4	nt	-2	1
COc1cc([N+](=O)[O-])ccc1NC(=O)COC(=O)c1ccc(NC(N)=O)cc1	0	1.0	0	-1.0	-4	-1.6	-0.6	4	0
CCN(CC)CCN(Cc1cc2cccc(C)c2[nH]c1=O)C(=S)Nc1ccccc1	-13	0.0	-5	-0.7	7	0.2	0.6	-9	-1
Cc1ccc(NC(=O)c2nc[nH]c2C(=O)NCCCCCNC(=O)OC(C)(C)C)cc1	9	-2.4	-6	-0.6	1	-0.4	0.8	4	-6

Five records drawn at random from those above:
SMILES	CCHF vOTU inh	FadD28 binding	BoNT-F LC inh	PfHsp40 rescue	Yp Topo-I inh	BoNT A protease	TcdB GH inh	PrPC TRFRET	Anthrax LF inh2
CCCCN(CCCC)Cc1cc(=O)oc2cc(OC)c(Cl)cc12	-16	-0.5	-13	nt	nt	-0.4	0.0	-9	-8
CNC[C@@H]1OCc2ccccc2-c2c(n(C)c3ccccc23)C(=O)N([C@H](C)CO)C[C@@H]1C	-6	-2.5	-10	nt	7	-0.5	1.6&0.6	0	-4
O=C(NCc1cccnc1)c1ccc2sc([C@H]3C[C@H](O)[C@@H](CO)O3)nc2c1	0	-0.9	-4	nt	2	-0.3	1.4	-2	1
COc1ccc(CN2CCNC(=O)C2CC(=O)NCCCn2nnc3ccccc32)cc1C (stereo not given)	11	-0.9	3	-0.4	6	-0.3	2.8	7	-2
CCOc1ccc(NC(=O)CCNS(=O)(=O)c2ccc3c(c2)oc(=O)n3C)cc1	4	-3.9	-2	0.1	-3	0.0	0.4	8	-2

(further entries)
SMILES	CCHF vOTU inh	FadD28 binding	BoNT-F LC inh	PfHsp40 rescue	Yp Topo-I inh	BoNT A protease	TcdB GH inh	PrPC TRFRET	Anthrax LF inh2
O=C(CSc1nnc(NC(=O)C2CC2)s1)NCc1cccs1	5	-1.2	-5	-1.7	0	-0.3	0.2	-6	-4
COC(=O)c1sccc1NC(=O)CSc1ccc(Cl)cc1	-3	-0.8	-5	-0.8	25	-1.1	nt	0	0
O=C(COC(=O)c1ccc[nH]c1=O)NCCCc1ccccc1	-5	-3.0	3	-1.9	-2	3.0	-2.2	6	2
CCOc1ccc(C2C(C(=O)O)CCC(=O)N2C2CCCCC2)cc1 (stereo not given)	-5	-1.2	-4	-0.4	0	-0.2	-0.3	4	-3
O=C(Nc1ccccc1)Nc1nnc(Cc2ccc([N+](=O)[O-])cc2)s1	0	-3.5	3	-0.3	-3	0.5	nt	-7	0
Cc1ccc(S(=O)(=O)c2ccc(-n3nc(C)cc3N)cc2)cc1	-21	-2.2	4	-0.8	4	-2.0	0.4	1	-2
Cc1ccc(S(=O)(=O)Nc2c(C)n(C)n(-c3ccccc3)c2=O)cc1C(=O)NCc1ccccn1	4	0.7	-26	-0.8	9	-0.2	nt	-8	-3
CCOc1ccc(CNC(=S)N/N=C/c2cccnc2)cc1	-1	-8.1	-2	1.9	3	-0.8	2.1	-2	-2
Clc1ccc(C2=Nn3c(nnc3-c3n[nH]c4c3CCC4)SC2)cc1Cl	13	-6.4	1	1.5	30	0.1	nt	-5	-3
NC(=O)c1ccc2c(c1)OCCO2	-6	-0.8	2	0.1	0	0.1	nt	-4	1
Cc1ccc2nsnc2c1S(=O)(=O)Nc1cccc2nsnc12	1	-1.7	6	-1.7	-2	-0.8	nt	-5	-1
CCCCNC(=S)Nc1ccc(C(F)(F)F)cc1	-13	-2.9	0	-0.1	2	-0.8	1.9	3	-6
NS(=O)(=O)c1cccc(NC(=O)COC(=O)c2ccccc2SCC(=O)N2CCCC2)c1	-6	-1.1	-6	-0.7	-3	-0.4	0.5	-4	-2
CCC(=O)c1ccc(OCC(=O)c2ccc3c(c2)NC(=O)CO3)cc1	9	0.5	-3	-1.3	3	0.6	0.7	5	4
Cc1ccccc1C(=O)c1c[nH]c(C(=O)NCc2ccco2)c1	5	-3.5	-5	-1.0	-6	-0.8	nt	1	-12
CC(=O)c1c(C)[nH]c(C(=O)NCc2ccccc2F)c1C	10	-1.8	17	0.4	6	0.1	0.4	11	-5
Cn1c(SCC(=O)N2CCOCC2)nnc1-c1cccc(NC(=O)c2ccccc2)c1	-7	-0.8	1	-0.3	5	0.0	nt	1	-5
Oc1ccc2n[nH]nc2c1	6	-1.1	1	0.1	-1	0.1	nt	-6	3
Cc1ccc2c(COC(=O)c3ccccc3F)cc(=O)oc2c1	6	nt	1	-0.4	3	-1.5	-0.8	1	1
COCCNC(=O)C1(C)CCN(Cc2cccc(Oc3ccccc3)c2)C1 (stereo not given)	-12	-5.2	-3	nt	11	-0.3	-1.1	7	-5
Cc1ccc2occ(C3NC(C(=O)O)CS3)c(=O)c2c1 (stereo not given)	-4	0.3	-2	-2.3	-2	-0.9	nt	-9	-3
Cc1cc(C)n(-c2ccc(C(=O)N3CCN(c4ccccn4)CC3)cc2)n1	18	-1.5	5	0.4	3	-1.9	-7.1	3	-1
